Source: PubChem (National Center for Advancing Translational Sciences (NCATS))
GAA glycogen = inhibitors or activators of human alpha-glucosidase glycogen cleavage; recombinant GAA, glycogen substrate, Amplex Red glucose oxidase fluorescence; Potency, µM (highest dose often 76.4 µM), inactives show at the top dose activity change, negative = inhibition, hits mostly inhibitors; 300,000 compounds, 0.38% hits; P10253; AID 2100; active = well fitted inhibition curve with a large enough effect; inconclusive = small, poorly fitted or top-dose-only effect, or another doubt; inactive = no such curve, though single readings can be large or run the other way;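 note: 0% = full enzyme reaction and -100% = no-enzyme basal signal; the screen sought inhibitors and activators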
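Recombinant human enzyme (4 nM); glycogen substrate; 37 C, 40 min, pH 5.0. Readout: coupled glucose oxidase/Amplex Red fluorescence.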
Starred values were filed as active, the others as inactive; u = inconclusive; [ ] = dose if it differs, or a comment. Potency is the fitted concentration of half-maximal effect. These rows are one share of the data. The share of hits here may be higher or lower than overall.

SMILES | GAA glycogen
COc1ccccc1NC(=O)c1sc2nc(C)c(C(=O)Nc3ccc(C)cc3C)c(-c3ccco3)c2c1N | -1%[76.3 µM]
COc1ccc(CCNC(=O)C(CCC(N)=O)NS(=O)(=O)c2ccc(Cl)cc2)cc1OC (stereo not drawn) | -14%
Cc1c(Cl)cccc1NC(=O)CCN1C(=O)C2CC=CCC2C1=O (stereo not drawn) | -1%[76.3 µM]
COc1ccc(C(OCC(O)CNCCc2ccccc2)c2ccc(OC)cc2)cc1 (stereo not drawn) | -5%
CCOc1cc(C(=O)Nc2cccc(-c3nc4ccccc4o3)c2)cc(OCC)c1OCC | 14%[76.3 µM]
CCOc1ccc(N(CC(=O)NCc2ccc(F)cc2)C(=O)CCC(=O)Nc2nccs2)cc1 | 2%
O=C(CCCCCl)Nc1c2c(nc3ccccc13)CCC2 | 12%[76.3 µM]
CCOc1ccc(-n2c(-c3ccccc3)c(C)n3c4c(=O)n(C)c(=O)n(C)c4nc23)cc1 | 7%[76.3 µM]
COc1cccc(NC(=O)Cn2c(=O)n(CCC(=O)NCCc3ccc(Cl)cc3)c(=O)c3ccccc32)c1 | 9%[76.3 µM]
CSc1nc(=S)n(-c2ccccc2)c(C)c1C(C)=O | 7%
COc1ccc(CS(=O)(=O)c2ncn[nH]2)cc1 | 3%
COc1ccc(/C=C/c2noc(-c3ccccc3O)n2)cc1OC | -5%[76.3 µM]
COc1ccccc1N(Cc1cc(=O)[nH]c2ccccc12)C(C)=O | 1%
Cc1ccccc1OCC(O)Cn1c(=N)n(CCN2CCCCC2)c2ccccc21 (stereo not drawn) | 15%[76.3 µM]
CC(C)[C@H](NC(=O)[C@@H]1Cc2ccccc2CN1)C(=O)NC1CCCCC1 | -1%[76.3 µM]
COc1ccc(NC(=O)CCNC(=O)Cn2ccc3ccccc3c2=O)cc1Cl | 0%
COc1ccc(C(CC(=O)O)NS(=O)(=O)c2ccc3c(c2)NC(=O)CO3)cc1 (stereo not drawn) | 1%
COc1cccc(NC(=O)CSc2nn3c(=O)c(C)nnc3s2)c1 | 0%[76.3 µM]
O=C(c1ccc(Oc2ccc(Cl)cc2)c([N+](=O)[O-])c1)N1CCCC1 | -7%
O=C(O)CSc1nnc(-c2ccc(Cl)cc2Cl)n1Cc1ccccc1 | -6%[76.3 µM]
Cc1cccc(CN2CCCC(C(=O)Nc3ccccc3Oc3cccnc3)C2)c1 (stereo not drawn) | -2%[76.3 µM]
Cc1cc(C)c(NC(=O)CCN2CCCCC2)c(C)c1 | -1%[76.3 µM]
COc1cc(C(=O)Oc2cccc(/C=N/NC(=O)c3cccnc3)c2)cc(OC)c1OC | 1%
CCOc1ccc(C(=O)NCC(=O)NCCCSc2ccccc2)cc1OCC | -1%[76.3 µM]
COc1ccc(C2=NN(C(=O)CCC(=O)O)C(c3ccccc3)C2)cc1 (stereo not drawn) | 6%
COc1cc2c(cc1OC)C(C)N(C(=O)/C=C/c1cc(OC)c(OC)c(OC)c1)CC2 (stereo not drawn) | 2%
COc1cc(C2C(=O)c3ccccc3C2=O)ccc1O | u
COc1ccc(S(=O)(=O)N[C@@H](CSCc2ccccc2)C(=O)O)cc1 | -2%[76.3 µM]
CCN(CC)CCCN(C(=O)c1ccccc1C)c1nc(-c2ccc(OC)cc2)cs1 | -1%[76.3 µM]
COc1ccc(/C(C)=N/NC(=O)CNC(=O)COc2ccccc2)c(OC)c1 | -8%[76.3 µM]
COc1ccc(Cc2nnc(NC(=O)Nc3ccc(F)cc3)s2)cc1OC | 2%
Cc1cccc(-n2nc3c(c2NC(=O)c2ccc4c(c2)OCO4)CS(=O)(=O)C3)c1C | 10%[76.3 µM]
Cc1ccc(S(=O)(=O)c2nc(-c3cccc(C)c3)oc2N2CCCCC2)cc1 | 6%[76.3 µM]
CCCSc1ncc(Cl)c(C(=O)Nc2c(C(=O)Nc3ccc(C)cc3)oc3ccccc23)n1 | 2%[76.3 µM]
CSCC[C@H](NC(=O)[C@@H]1CSC2c3ccccc3C(=O)N21)C(=O)N1CCC[C@H]1CO (stereo partly drawn) | 21%[76.3 µM]
C(=C\c1ccccc1)/CN1CCN(Cc2ccc3c(c2)OCO3)CC1 | -5%[76.3 µM]
CCOC(=O)c1c(C)oc2ncnc(Nc3ccc(OC)cc3OC)c12 | 13%[76.3 µM]
COCCOC1CCN(C(=O)c2cc(COc3ccc(-n4cncn4)cc3)on2)CC1 | -4%[76.3 µM]
O=C(O)c1ccc(N2CCc3ccccc32)c([N+](=O)[O-])c1 | 0%
COc1cc(C(=O)N2CCc3ccccc32)c([N+](=O)[O-])cc1OC | 6%[76.3 µM]
CCn1cc(C(=O)NCCc2ccc(OC)c(OC)c2)c(=O)c2cc(S(=O)(=O)N3CCOCC3)ccc21 | -11%[76.3 µM]
CN(C)C1(CNC(=O)COc2cccc(Cl)c2)CCCCC1 | 1%[76.3 µM]
Cc1cccc(-n2c(=O)c3ccccc3n3c(=S)[nH]nc23)c1C | -23%
Cc1c(C(=O)N(Cc2cccc(Cl)c2)Cc2ccco2)oc2ccccc12 | -6%[76.3 µM]
Cc1cccc(C)c1NC(=O)CNC(=O)Cc1ccccc1[N+](=O)[O-] | 11%
CCOC(=O)c1c(S(=O)(=O)NCc2cccs2)c(C)n(C)c1C | -5%[76.3 µM]
O=C(O)c1ccccc1C(=O)c1cccc2ccccc12 | 2%
COc1ccc(NS(=O)(=O)c2c(C)nc3scc(C)n3c2=O)cc1 | 7%[76.3 µM]
COC(=O)c1ccc(CN(c2ccc(C(=O)O)c(O)c2)S(=O)(=O)c2ccc(Cl)c([N+](=O)[O-])c2)cc1 | -24%
COc1ccc2oc(=O)c(-c3nc(-c4cccs4)no3)cc2c1 | 9%[76.3 µM]
CCOCCCNC(=O)c1ccc2c(c1)ncn2-c1cccc(C)c1 | 10%
CCOc1cc(C(=O)NC(C)CCc2ccccc2)cc(OCC)c1OCC (stereo not drawn) | 16%[76.3 µM]
COc1cccc(CN(C)C(=O)/C=C/c2ccc(S(=O)(=O)N3CCCCCC3)cc2)c1 | -1%[76.3 µM]
Cc1cc(C)n2nc(CNS(=O)(=O)c3ccc(Cl)cc3)nc2n1 | 5%[76.3 µM]
CCCCCCCNC(=O)C1(CC2CC(c3ccc(Cl)cc3)=NO2)CCN(C(=O)c2cc(OCC)c(OCC)c(OCC)c2)CC1 (stereo not drawn) | 7%[76.3 µM]
S=C(NCCc1cccc(Cl)c1)NC1CCCCC1 | 0%[76.3 µM]
CCC(=O)N1c2ccc(S(=O)(=O)N3CCCCCC3)cc2CC1C (stereo not drawn) | 8%[76.3 µM]
CCCCCCc1ccc(N2C[C@H](CCCCC)[C@@H](CC(=O)NCc3ccccc3)C2=O)cc1 | 7%[76.3 µM]
COc1ccc(C2=NS(=O)(=O)N(C)C(C(=O)N3CCCCC3)=C2)cc1 | 15%[76.3 µM]
CCOc1ccc(N2C(=O)Nc3ccc(Br)cc3C2(O)C(=O)NCCCN(C)C)cc1 (stereo not drawn) | 9%

A second format for part of the listing above:
> Cc1cc(C)n2nc(CNS(=O)(=O)c3ccc(Cl)cc3)nc2n1
  GAA glycogen: 5%[76.3 µM]
> COc1cccc(CN(C)C(=O)/C=C/c2ccc(S(=O)(=O)N3CCCCCC3)cc2)c1
  GAA glycogen: -1%[76.3 µM]
> COc1ccc(NS(=O)(=O)c2c(C)nc3scc(C)n3c2=O)cc1
  GAA glycogen: 7%[76.3 µM]
> Cc1c(C(=O)N(Cc2cccc(Cl)c2)Cc2ccco2)oc2ccccc12
  GAA glycogen: -6%[76.3 µM]

(list continues)
SMILES | GAA glycogen
CCc1nnc(NC(=O)c2nc(S(C)(=O)=O)ncc2Cl)s1 | 8%[76.3 µM]
CC1=C(C(=O)OCC2CCCCC2)C(c2ccc(F)cc2)NC(=O)N1 (stereo not drawn) | -10%[76.3 µM]
CCOc1ccccc1N(CC(=O)NCC1CCCO1)C(=O)CCC(=O)Nc1nccs1 (stereo not drawn) | -5%
COc1ccc(C)cc1NC(=O)C1CCCN(S(=O)(=O)c2cccc3cccnc23)C1 (stereo not drawn) | -9%[76.3 µM]
COc1ccc(-c2nnc(SCC(=O)NC3CCCC3)n2C)cc1 | -11%
Cc1cc(C)cc(NC(=O)CSc2nc3ncccc3[nH]2)c1 | 3%[76.3 µM]
COc1ccc(Cn2c(=O)c3cccnc3n(Cc3cccc(F)c3)c2=O)cc1 | 7%[76.3 µM]
CSc1ccc(CN2CCN(C(=O)CC(C)C)CC2)cc1 | 3%[76.3 µM]
CCOc1ccccc1NC(=O)Cn1c(=O)n(Cc2ccccc2)c(=O)c2c(C)c(C)sc21 | 15%[76.3 µM]
CCOC(=O)c1ccc(CSc2nnc3cc(C)c4ccccc4n23)cc1 | -9%[76.3 µM]
Clc1ccc(C2Nc3cccc4cccc(c34)N2)cc1Cl | u
CC(OC(=O)CNS(=O)(=O)c1ccc2ccccc2c1)C(=O)N(C)c1ccccc1 (stereo not drawn) | -15%[76.3 µM]
COc1ccc(OC)c(-c2cc(C(=O)Nc3ccc(C)c(C)c3)no2)c1 | -19%[76.3 µM]
COC(=O)c1ccc(Cn2nc(-c3cc(C)ccc3C)ccc2=O)cc1 | 0%
O=C(Nc1nc2n(n1)C(c1ccccc1)C=C(c1ccccc1)N2)c1ccc(Cl)c([N+](=O)[O-])c1 (stereo not drawn) | 1%[76.3 µM]
CCOCCCN(C(=O)c1snc(C(N)=O)c1N)C(C(=O)NC1CCCC1)c1ccc(F)cc1 (stereo not drawn) | 0%
COc1cccc(/C=N/Nc2ccc(Cl)nn2)c1 | -10%
CCOc1ccc(C(=O)c2cn(CC(=O)Nc3ccc(OC)cc3)c3cc4c(cc3c2=O)OCO4)cc1 | -1%[76.3 µM]
Cc1cccc(NS(=O)(=O)c2ccc3c(c2)CCC(=O)N3)c1 | -1%
Cc1c(C(=O)NCc2ccc(F)cc2)oc2ccc(S(=O)(=O)N3CCOCC3)cc12 | -13%

Four neighbouring records out of the list so far:
SMILES | GAA glycogen
COc1cccc(/C=N/Nc2ccc(Cl)nn2)c1 | -10%
CCOc1ccc(C(=O)c2cn(CC(=O)Nc3ccc(OC)cc3)c3cc4c(cc3c2=O)OCO4)cc1 | -1%[76.3 µM]
Cc1cccc(NS(=O)(=O)c2ccc3c(c2)CCC(=O)N3)c1 | -1%
Cc1c(C(=O)NCc2ccc(F)cc2)oc2ccc(S(=O)(=O)N3CCOCC3)cc12 | -13%

Remaining list, next part:
SMILES | GAA glycogen
Cc1cccc(NC(=O)CCCNC(=O)c2ccc(Cl)cc2)n1 | 1%[76.3 µM]
Cc1cc(Br)ccc1NC(=O)CN(C)C(=O)Cn1c(=O)cnc2ccccc21 | -3%[76.3 µM]
CN1CCN(C(=O)CNC(=O)Cc2ccc(Cl)cc2)CC1 | -2%[76.3 µM]
CC1CCCCN1CCCNC(=O)C1CCN(c2nnc(-n3cccc3)s2)CC1 (stereo not drawn) | 10%[76.3 µM]
O=C(O)Cc1sc(NCCc2ccccc2)nc1-c1ccc(F)cc1 | -27%[76.3 µM]
O=C(c1c(F)cccc1F)N1CCCc2ccccc21 | -5%[76.3 µM]
Cn1c2ccccc2c(=O)c2ccc(-c3ccc4c(c3)OCO4)cc21 | 11%[76.3 µM]
CC(C)C(NC(=O)OCc1ccccc1)C(=O)NC(Cc1ccc(O)cc1)C(=O)O (stereo not drawn) | 0%
Cc1ccc(-c2n[nH]c3c2C(c2ccc(C(C)(C)C)cc2)NC3=O)cc1 (stereo not drawn) | 2%[76.3 µM]
CC(C)NC(=O)COCc1cc(-c2ccc3c(c2)OCO3)on1 | 4%
COc1cc2c(cc1OC)C(c1ccccc1)N(C(=O)c1cccc(S(C)(=O)=O)c1)CC2 (stereo not drawn) | -1%[76.3 µM]
O=C(CN1CCN(c2ccccn2)CC1)Nc1cccc(F)c1 | 1%
CN1CCN(CCn2c(=S)[nH]c3ccccc3c2=O)CC1 | 2%
CCOC(=O)c1c(NC(=O)C(C)Sc2cn(CCNC(=O)c3ccc(OC)cc3)c3ccccc23)sc2c1CCC2 (stereo not drawn) | -1%[76.3 µM]
COc1ccc(N2CCN(CCNC(=O)Nc3cccc(C)c3C)CC2)cc1 | 3%
COc1ccccc1CNS(=O)(=O)c1ccc(-n2cnnn2)c(OC)c1 | 2%
CC(NC(=O)c1ccccc1[N+](=O)[O-])C1CC2CCC1C2 (stereo not drawn) | 11%[76.3 µM]
CCOC(=O)CSc1nnc(NC(=O)C2CC(=O)N(c3ccc(F)cc3)C2)s1 (stereo not drawn) | -3%[76.3 µM]
COc1ccc(/C=N/NC(=S)NCCc2ccccc2)cc1 | 3%
CCOc1cccc(CC(=O)NCc2ccc3c(c2)CCN3C(=O)c2cccc(C)c2)c1OCC | -11%[76.3 µM]
Cn1c(=O)c2sccc2n2c(CCCC(=O)NC3CCCCC3)nnc12 | -2%[76.3 µM]
CN1CCN(C(=S)SCC(=O)N2CCCc3ccccc32)CC1 | -6%[76.3 µM]
COc1cccc(NC(=O)Cn2c(=O)n(CC(=O)NCc3ccc(C)cc3)c(=O)c3sccc32)c1 | 9%[76.3 µM]
